Compound activity deposited in PubChem BioAssay by The Scripps Research Institute Molecular Screening Center.
NOTCH ag: agonists of NOTCH signaling | actives 0.4% (n = 15,000) | activation, % at 2.5 µM | NOTCH signaling luciferase reporter cells, luminescence; in the data active means activation above about 2.2%
Nox1 inh: inhibitors of human NADPH oxidase 1 (Nox1); Q9Y5S8; HT29 cells, luminol chemiluminescence ROS; inhibition, % at 6.7 µM; actives 0.81% (n = 16,000)
Luminol counter: counter-screen for Nox1 inhibitors: inhibitors of luminol chemiluminescence; inhibition, % at 6.7 µM; actives 0.4% (n = 16,000); AID 1823, 2009; HRP/luminol/H2O2 chemiluminescence counterscreen; further: reference of the scale not given here
TLR4-MyD88 inh: inhibitors of human TLR4-MyD88 binding; Toll-like receptor 4 (Homo sapiens), O00206; Cell-based TLR4-MyD88 binding inhibition assay; inhibition, % at 10 µM; actives 0.06% (n = 16,000); in the data active means inhibition above about 45%
rat GALR2 agon: agonists of rat galanin receptor 2 (GALR2); cell-based GALR2 agonist screen; activation, % at 10 µM; actives 0.5% (n = 16,000); AID 833, 2007; in the data active means activation above about 15%
OPRK1 antag MB: antagonists of human kappa opioid receptor OPRK1, Maybridge library. inhibition, % at 9 µM. actives 0.4% (n = 16,000). Kappa-type opioid receptor (Homo sapiens), P41145. AID 652031, 2013. OPRK1 cells, antagonist mode, fluorescence readout; in the data active means inhibition above about 50%
Target sequence (P41145 whole entry, looked up): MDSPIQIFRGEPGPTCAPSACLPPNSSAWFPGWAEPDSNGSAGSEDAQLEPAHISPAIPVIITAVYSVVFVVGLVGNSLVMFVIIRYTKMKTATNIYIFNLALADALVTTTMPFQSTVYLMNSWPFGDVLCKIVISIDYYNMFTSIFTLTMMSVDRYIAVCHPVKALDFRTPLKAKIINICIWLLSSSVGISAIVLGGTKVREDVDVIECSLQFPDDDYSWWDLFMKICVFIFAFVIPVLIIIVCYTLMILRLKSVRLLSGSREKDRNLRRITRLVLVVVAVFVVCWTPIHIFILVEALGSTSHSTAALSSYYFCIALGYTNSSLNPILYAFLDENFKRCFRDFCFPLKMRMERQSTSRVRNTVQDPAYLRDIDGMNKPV
PME-1 Maybridge: inhibitors of human PME-1 in Maybridge library; Protein phosphatase methylesterase 1 (Homo sapiens), Q9Y570; recombinant PME-1, FP-Rh probe fluorescence polarization; inhibition, % at 9 µM; actives 0.5% (n = 16,000); AID 2291, 2010; in the data active means inhibition above about 30%
Target sequence (Q9Y570 whole entry, looked up): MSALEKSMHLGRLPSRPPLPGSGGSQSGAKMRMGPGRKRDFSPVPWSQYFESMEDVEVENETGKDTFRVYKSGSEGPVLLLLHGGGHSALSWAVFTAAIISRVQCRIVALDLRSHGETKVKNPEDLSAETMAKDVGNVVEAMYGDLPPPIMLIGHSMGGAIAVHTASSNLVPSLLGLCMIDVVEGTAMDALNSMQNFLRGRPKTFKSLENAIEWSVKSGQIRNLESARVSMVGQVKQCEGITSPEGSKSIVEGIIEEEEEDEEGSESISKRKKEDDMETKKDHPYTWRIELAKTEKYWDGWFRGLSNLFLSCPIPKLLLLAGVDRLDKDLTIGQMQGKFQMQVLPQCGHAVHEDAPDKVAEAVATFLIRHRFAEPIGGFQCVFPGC
S1P1 agonist: activates the human S1P1 receptor; Sphingosine 1-phosphate receptor 1 (Homo sapiens), P21453; AID 1044, 2008; S1P1 agonist cell-based reporter assay; activation, % at 4.5 µM; actives 1.5% (n = 16,000); in the data active means activation above about 80%
An asterisk follows results filed as active; nt = no result given. Unless noted, no stated cut-off is given here; in the data, active means inhibition above about 75%; inactive means the rest.

SMILES	NOTCH ag	Nox1 inh	Luminol counter	TLR4-MyD88 inh	rat GALR2 agon	OPRK1 antag MB	PME-1 Maybridge	S1P1 agonist
O=C1c2ccccc2C(=O)N1/N=C/c1ccco1	-0.2	-53	3	5	-7	-9	-5	2
N#C/C(N)=C(\C#N)N=Cc1ccccc1[N+](=O)[O-]	-0.5	-35	19	9	-4	9	0	-1
O=[N+]([O-])c1cc(C(F)(F)F)cc([N+](=O)[O-])c1N/N=C/c1ccccc1O	-0.5	22	-1	6	-9	18	11	14
Cc1ccccc1C(=O)NC(NCc1ccco1)(C(F)(F)F)C(F)(F)F	-0.8	-2	-7	6	-7	-10	7	-19
NC(=O)C1=CNCCC1C(F)(F)F (stereo not drawn)	-0.3	16	-3	5	-3	15	12	0
COc1ccc(OCC(O)CNC(=O)C2CCN(c3nccc(C(F)(F)F)n3)CC2)cc1 (stereo not drawn)	-0.6	-21	3	0	-6	-18	-6	9
Cc1noc(C)c1S(=O)(=O)NN	-0.1	17	-8	-14	-7	-2	9	-3
CCOC(=O)c1cnc2c(c(C)nn2C)c1Sc1ccccn1	-0.7	-17	2	0	-7	-7	3	0
O=C(NCCc1ccc(Cl)cc1)C12CC3CC(CC(C3)C1)C2	-0.8	21	-5	-14	-8	2	3	-6
Cc1noc(C)c1C(=O)NNc1cc(Cl)ccc1Cl	-0.4	47	12	-13	8	-8	-1	-4
OC1(c2ccccc2)CCOCC1	0.5	-8	-6	-1	-6	19	3	0
O=C1SCCC1NS(=O)(=O)c1ccc(F)cc1Cl (stereo not drawn)	-0.2	-37	2	-9	-7	5	1	-8
O=S(=O)(NCCc1ccccn1)c1ccc(S(=O)(=O)N2CCOCC2)cc1	0.2	-44	-1	-1	-5	-2	2	-8
Nc1ccccc1SCC(O)COc1cccc(C(F)(F)F)n1 (stereo not drawn)	-0.7	-8	-10	-3	-2	-2	6	8
O=C1c2ccccc2S(=O)(=O)N1Cc1ccc2nsnc2c1	0.3	-33	1	4	-6	-22	3	5
COc1ccccc1CNc1n[nH]c(=S)s1	-0.9	15	2	-24	-6	-1	0	14
COc1cccc(NC(=S)NNc2ccc([N+](=O)[O-])cc2)c1	-0.7	98*	11	-17	-10	16	4	-5
O=C1OC(c2ccccc2)=N/C1=C/c1ccc(-c2cccs2)s1	-0.1	21	-6	4	-2	4	9	0
O[C@@H]1C=CO[C@@H]2COC(c3ccccc3)O[C@@H]12 (stereo partly drawn)	0.2	-43	-1	11	-3	10	-2	-13
CNC(=O)NNc1cc(C)c2c(N)[nH]nc2n1	-0.3	3	28	-24	-5	-4	0	-3

Of the compounds above, these have a nitro group on carbon.
SMILES	NOTCH ag	Nox1 inh	Luminol counter	TLR4-MyD88 inh	rat GALR2 agon	OPRK1 antag MB	PME-1 Maybridge	S1P1 agonist
N#C/C(N)=C(\C#N)N=Cc1ccccc1[N+](=O)[O-]	-0.5	-35	19	9	-4	9	0	-1
O=[N+]([O-])c1cc(C(F)(F)F)cc([N+](=O)[O-])c1N/N=C/c1ccccc1O	-0.5	22	-1	6	-9	18	11	14
COc1cccc(NC(=S)NNc2ccc([N+](=O)[O-])cc2)c1	-0.7	98*	11	-17	-10	16	4	-5

(next part)
SMILES	NOTCH ag	Nox1 inh	Luminol counter	TLR4-MyD88 inh	rat GALR2 agon	OPRK1 antag MB	PME-1 Maybridge	S1P1 agonist
CSC(=NCCSC(C)(C)C)NC#N	-0.9	25	-8	4	-2	0	5	4
O=C(Nc1ccccc1)OC1CCCC1	0.0	20	-4	5	0	17	6	7
N#CC(C#N)=CNc1cccc(N)n1	-0.6	-3	-3	-8	-6	-3	6	4
NC(=O)c1cccc2cccc(I)c12	-0.6	-40	2	6	-3	1	-7	-13
CC(C)S(=O)(=O)/C(C#N)=C/c1ccccc1OC(F)(F)F	-5.7	-28	-1	3	-5	-4	3	-24
Cc1cc(C(=O)N/N=C/c2[nH]ncc2Br)no1	-0.4	-14	-2	6	-3	4	9	7
Cc1nc(/C(N)=N/OC(=O)Nc2cccc(C(F)(F)F)c2)cs1	-0.5	-12	4	-1	-1	6	2	-12
CSC(/N=C/N(C)C)=N/N=C/c1c(Cl)cccc1Cl	-5.3	-44	2	-3	-5	-7	1	-4
CCOC(=O)C1CCN(S(=O)(=O)c2sc(Cl)cc2Br)CC1	-0.4	-7	-2	2	-6	-12	11	1
Clc1ccc(SCc2csc(-c3ccno3)n2)cc1	-0.6	-20	-6	0	-6	3	3	11

3 structures already listed, sorted by SMILES length, largest number first.
SMILES	NOTCH ag	Nox1 inh	Luminol counter	TLR4-MyD88 inh	rat GALR2 agon	OPRK1 antag MB	PME-1 Maybridge	S1P1 agonist
O=S(=O)(NCCc1ccccn1)c1ccc(S(=O)(=O)N2CCOCC2)cc1	0.2	-44	-1	-1	-5	-2	2	-8
N#CC(C#N)=CNc1cccc(N)n1	-0.6	-3	-3	-8	-6	-3	6	4
CSC(=NCCSC(C)(C)C)NC#N	-0.9	25	-8	4	-2	0	5	4

Next records.
SMILES	NOTCH ag	Nox1 inh	Luminol counter	TLR4-MyD88 inh	rat GALR2 agon	OPRK1 antag MB	PME-1 Maybridge	S1P1 agonist
O=C(CC1(O)C(=O)Nc2ccc(Br)cc21)c1ccc(F)cc1 (stereo not drawn)	-0.2	18	-3	7	-8	-10	2	4
O=C(/C=C/c1ccc(Cl)c(Cl)c1)NCc1cccnc1	-0.1	12	-3	-1	-4	5	2	6
COC(=O)/C=C(/c1ccccc1)n1cnc2ccccc21	-0.4	-39	3	2	-7	-13	-3	10
Fc1cc(F)cc(Cc2nc(-c3cccs3)no2)c1	-0.6	15	-9	6	-3	3	6	15
CCCN(CCC)S(=O)(=O)c1ccc(C(=O)NNC(=O)c2cc(Cl)ccc2N)cc1	0.4	-24	5	2	-6	-1	1	-4
CC1(C)CC(=O)C2=C(C1)OC1=C(C(=O)CC(C)(C)C1)C2c1ccc([N+](=O)[O-])s1	-5.9	-16	1	-2	-5	-17	4	-10
COc1ccc(C2(O)N=C(C(F)(F)F)NC(SC)=C2C#N)cc1 (stereo not drawn)	0.0	-21	2	-1	-10	12	0	9
COc1ccc(Br)c(OC)c1C(=O)NC(=O)Nc1cc(Cl)cc(Cl)c1	-0.1	-50	1	-2	-7	4	1	-10
CN(C(=O)CSc1ccc(Cl)cc1)c1ccccc1C(=O)NC1CCCCC1	-0.1	-47	-1	1	-3	-13	5	-2
O=C(NC(=O)c1ccc(S(=O)(=O)N2CCOCC2)cc1)Nc1ccc(Cl)cc1	-0.4	8	4	-5	-7	12	2	-89
Cc1snnc1C(=O)Nc1c(C(C)(C)C)nn(C)c1C(C)(C)C	-1.1	-39	3	3	-2	0	-3	11
Cc1nnsc1C(=O)NC(=O)Nc1cc(C(F)(F)F)cc(C(F)(F)F)c1	-0.4	-15	-3	-1	-11	16	3	33
Cn1cnc(S(=O)(=O)Oc2cccnc2)c1	-0.3	-45	2	0	-3	-47	2	-6
O=C(NCc1cccs1)Nc1cc2ccccc2s1	-0.4	-15	-1	0	-5	1	8	6
CS/C(=N\S(=O)(=O)c1cc(C(F)(F)F)cc(C(F)(F)F)c1)N1CCOCC1	-0.4	-30	-1	5	-6	-32	1	9
Cc1cccc(Cl)c1-n1sc(=O)n(CC2CC2)c1=O	-0.1	-39	1	8	0	4	0	5
COc1cc(C(F)(F)F)c(-c2ncn[nH]2)cn1	-0.6	-7	0	1	-5	-5	-3	-16
O=C1O/C(=C\c2cc3c4c(c2)CCCN4CCC3)c2ccc([N+](=O)[O-])cc21	0.8	-24	-2	nt	-8	16	-1	-4
Cc1cc(C(=O)Nc2ccc(Oc3c(Cl)cccc3Cl)nc2)n(C)n1	-1.4	20	-1	-8	-8	-7	-1	27
Cn1cc(Cl)c(/C=C(\C#N)S(=O)(=O)c2ccccn2)n1	-0.3	-32	1	4	-5	2	2	-8
Cc1nn(C)c(Sc2ccccc2N)c1[N+](=O)[O-]	-1.2	-51	6	3	-5	17	5	7
Cc1cn[nH]c1-c1cccs1	-0.5	-4	2	-8	-6	6	0	-26
Cn1cccc1CN1CCS(=O)(=O)CC1	-0.2	-32	-1	1	-6	-12	0	-19
COC(=O)COc1c(Br)cc(Br)cc1C(=O)OC	-0.4	-21	-5	3	-6	-10	2	-4
CC(=O)NC1=NC(=O)CN1C	-0.3	-68	1	10	-6	8	-1	-7
CC(=O)Nc1cccc(-n2nnc(SCC(=O)NCc3cccs3)n2)c1	1.7	6	-3	8	-4	1	0	-5
OCc1cncn1Cc1ccccc1	-0.4	17	-3	5	-9	6	8	-13
Cc1ccc(NS(C)(=O)=O)cc1N=Cc1cc(Cl)cc(Cl)c1O	0.3	1	1	-5	-4	-2	5	-58
O=C(ON=C1CCC2(CC1)OCCO2)c1cccc([N+](=O)[O-])c1	0.1	-35	3	9	-6	2	-2	-4
COc1cscc1C(=O)NC1(O)C(=O)c2ccccc2C1=O	-0.6	-16	4	8	-6	15	0	-9
CC(=O)OCc1ccc(COC(C)=O)c(OC(C)=O)c1OC(C)=O	0.1	69	3	-12	-6	-16	2	-10
COC(=O)c1cc(S(=O)(=O)NCc2csc(-c3cccs3)n2)oc1C	-0.6	-30	2	-3	-8	-13	-1	5
CSc1cccc(NC(=S)NCCNc2c([N+](=O)[O-])cc(C(F)(F)F)cc2[N+](=O)[O-])c1	nt	-38	5	-2	-12	-30	8	4
CSc1nc2cc(-c3ccc(Cl)cc3)nn2c(N)c1C#N	-0.5	4	-3	-1	-3	-32	-18	2
CC(C)=C1C2C=CC1c1ccccc12	0.0	14	-7	-10	-2	7	6	-12
CC(=O)c1cnn(-c2ccccc2)c1C	-0.5	2	-5	1	-3	-10	8	4
Cc1ccc(N=Nc2c(C)[nH]n(-c3ccccc3)c2=O)c(C)c1	-0.5	16	-6	-4	-8	12	5	-1
NC(=O)c1ccc(-c2ccccn2)s1	0.8	5	-1	-3	-9	-18	1	2
Cc1cc2nc(C)c(C)nc2cc1C	-0.4	-9	1	-12	-6	-19	-2	-25
O=C1/C(=C\c2ccco2)N2CCC1CC2	nt	-21	-4	-6	-4	-7	-1	-15
N#Cc1c(C(F)(F)F)c([N+](=O)[O-])c(-c2cccc([N+](=O)[O-])c2)[nH]c1=O	-1.0	-34	-6	-9	25*	-15	4	-3
CCOC(Cc1nnc(SCC(=O)c2ccccc2)n1C)OCC	-0.5	-9	-1	4	-9	6	-2	-9
O=C(O[C@@H]1CSSC[C@H]1OC(=O)c1ccccc1)c1ccccc1	-0.3	-47	1	4	-3	-3	-1	-32
COc1ccc(N=C=Nc2ccc(OC)cc2)cc1	-0.1	26	-48	-10	-7	16	10	2
CCOC(=O)c1cnc(NNC(=O)c2cccc(C)c2)nc1C(F)(F)F	0.2	2	7	2	-3	-9	0	-14
CCn1nc(C)c([N+](=O)[O-])c1-c1nnnn1-c1ccc(Cl)cc1	-0.6	-57	-4	6	-5	-1	1	-15
CCOC(=O)C1=C(C)NC(=O)NC1c1c(C)nn(C)c1Cl (stereo not drawn)	-0.6	23	-3	-2	-6	13	1	-1
COc1ccc(CC(=O)Nc2ccccc2N2CCCCC2)cc1OC	-0.7	-35	3	5	-4	7	2	2
COc1ccc(/C(C)=N/OC(=O)c2cc(OC)c(OC)c(OC)c2)cc1CSc1ccccn1	-0.3	-13	2	-1	-9	-20	-7	-3
O=C(NO)C12CCC(CC1)C2	-0.3	5	0	8	-8	6	5	7
Other compounds follow:
SMILES	NOTCH ag	Nox1 inh	Luminol counter	TLR4-MyD88 inh	rat GALR2 agon	OPRK1 antag MB	PME-1 Maybridge	S1P1 agonist
c1ccc(C2OCC3(CO2)COC(c2ccccc2)OC3)cc1 (stereo not drawn)	-0.9	17	-5	-11	-9	8	9	-16
Cc1occc1C(=O)C(C#N)=C1SCCCCS1	-0.2	-38	0	6	-6	-6	0	20
CNC(=O)Nc1ccc(C2CC2(Cl)Cl)cc1 (stereo not drawn)	0.1	-6	1	-6	-3	5	-2	-9
COc1cccc(/C=N/NC(=O)c2ccncc2)c1OC	-0.5	-13	2	-4	-8	0	-4	-9
COC(=O)c1cnn(-c2ccccc2)c1/C=N/OC(=O)c1ccc(Cl)cc1	-1.7	-13	1	-7	3	-1	0	-17

Whole records, looked up by structure. Values in the order: NOTCH ag, Nox1 inh, Luminol counter, TLR4-MyD88 inh, rat GALR2 agon, OPRK1 antag MB, PME-1 Maybridge, S1P1 agonist
COC(=O)c1cnn(-c2ccccc2)c1/C=N/OC(=O)c1ccc(Cl)cc1 is listed as -1.7, -13, 1, -7, 3, -1, 0, -17
CNC(=O)Nc1ccc(C2CC2(Cl)Cl)cc1 (stereo not drawn) is listed as 0.1, -6, 1, -6, -3, 5, -2, -9
Cc1occc1C(=O)C(C#N)=C1SCCCCS1 is listed as -0.2, -38, 0, 6, -6, -6, 0, 20
COc1cccc(/C=N/NC(=O)c2ccncc2)c1OC is listed as -0.5, -13, 2, -4, -8, 0, -4, -9
c1ccc(C2OCC3(CO2)COC(c2ccccc2)OC3)cc1 (stereo not drawn) is listed as -0.9, 17, -5, -11, -9, 8, 9, -16
